# Source: PubChem (several laboratories)
# BoNT-A LC inh2: BoNT/A light chain protease inhibitors, primary screen, biochemical, flow cytometry, MLPCN library; Botulinum neurotoxin type A light chain protease (Clostridium botulinum A str. ATCC 3502); multiplex microsphere protease substrate cleavage; inhibition, % at 10 µM; hit rate 0.17% among 360,000; AID 588499, 2011; further: plate controls were buffer without enzyme for full effect and enzyme alone for no effect
# Anthrax LF inh2: Bacillus anthracis LF protease inhibitors, primary screen, biochemical, multiplex microsphere, MLPCN library | Lethal factor (Bacillus anthracis), P15917 | multiplex microsphere protease cleavage assay | inhibition, % at 10 µM | hit rate 0.12% among 360,000; further: plate controls were buffer without enzyme for full effect and enzyme alone for no effect
# PrPC surface inh: inhibitors of human cell surface prion protein PrPC, primary screen, cell-based, TR-FRET; TR-FRET read-out; AID 720596, 2013; hit rate 0.43% among 370,000; inhibition, % at 13.8 µM; Major prion protein (Homo sapiens), P04156; in the data active means inhibition above about 24%; further: 0% = median of the test wells and 100% = reference compound wells
# BH1578 lux ind: inducers of Vibrio cholerae quorum light production without autoinducers, primary screen, BH1578 luxS cqsA deficient, single point; V. cholerae BH1578 lux reporter, luminescence, 6 h; activation, % at 18.7 µM; hit rate 0.16% among 350,000; AID 588436, 2011; in the data active means activation mostly above about 9.7%, no sharp cut-off; inconclusive means no clear call, values can overlap the other calls; inactive means mostly below about 3.7%; further: not every result past the cut was called active; inactives centre near 0; reference of the scale not given here
# 3CLpro inhibitor: SARS-CoV 3CLpro protease inhibitors, primary screen, biochemical, quenched FRET | recombinant SARS-CoV 3CLpro, quenched FRET peptide cleavage | inhibition, % at 6 µM | Replicase polyprotein 1ab (Severe acute respiratory syndrome coronavirus), P0C6X7 | AID 1706, 2009 | hit rate 0.14% among 290,000; in the data active means inhibition above about 12%
# TcdB inh: TcdB glycohydrolase inhibitors, primary screen, biochemical, single point, plate reader; Toxin B (Clostridioides difficile), P18177; TcdB glycohydrolase enzymatic assay; inhibition, % at 9.99 µM; hit rate 0.24% among 350,000; in the data active means inhibition above about 10%
# Y pestis TopoI: Yersinia pestis topoisomerase I inhibitors, primary screen, biochemical, cleavage product accumulation, plate reader, single point; DNA topoisomerase I (Yersinia pestis CO92); Y. pestis Topo-I cleavage product accumulation; activity, % at 10 µM; hit rate 0.064% among 360,000; AID 504884, 2011; in the data active means activity above about 50%, passing the limit was not always enough; inconclusive means no clear call, values can overlap the other calls; further: inactives centre near 2
# PfHsp40 yeast: rescue of yeast from PfHsp40 toxicity, primary screen, S. cerevisiae, ATP luminescence; S. cerevisiae expressing PfHsp40, growth rescue; growth rescue, % at 12.5 µM; hit rate 0.68% among 340,000; AID 504582, 2011; in the data active means growth rescue above about 28%, passing the limit was not always enough; inconclusive means no clear call, values can overlap the other calls;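 further: yeast W303a lacking pdr1 and pdr3 grown in galactose medium; growth measured after three days at 30 °C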
# SSB-PriA inh: inhibitors of Klebsiella pneumoniae PriA binding to SSB C-terminal tail, primary screen, biochemical, AlphaScreen; PriA–SSB C-terminal tail interaction (Klebsiella pneumoniae); AlphaScreen SSBct-PriA binding, biotinylated peptide; inhibition, % at 33 µM; hit rate 0.6% among 430,000; in the data active means inhibition mostly above about 37%, no sharp cut-off; inactive means mostly below about 20%;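 further: plate controls were negative control peptide for no effect and reference peptide for full effect; strong numbers were not always called active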
# Numbers without * were called inactive; i = inactive; ? = inconclusive; . = no result given; & = joins results of further samples. Unless noted, no stated cut-off is given here; in the data, active means inhibition above about 30%; inconclusive means no clear call, values can overlap the other calls; inactive means below that. Some of the compounds tested, so the mix of outcomes need not match the whole.
SMILES,BoNT-A LC inh2,Anthrax LF inh2,PrPC surface inh,BH1578 lux ind,3CLpro inhibitor,TcdB inh,Y pestis TopoI,PfHsp40 yeast,SSB-PriA inh
COc1ccc(OC)c(NC(=O)Cc2coc3cc(C)cc(C)c23)c1,?,-4,-1,1.0,-1,.,5,0.4,-7
CN(C)CCNc1ccc2ncn3c4ccc(O)cc4c(=O)c1c23,0.5,-3,-18,i,.,-11,-42,-0.1,22
O=C(/C=C/c1ccc2c(c1)OCO2)Nc1cccnc1,0.4,-4,6,i,1,6.3,6,-1.2,-6
Brc1ccccc1-c1nnc(COc2ncnc3c2cnn3-c2ccccc2)o1,-0.2,0,.,i,10,.,22,-1.0,-9
COC(=O)CCCC1=CC2=CC(=O)C(C)(OC(=O)c3cccs3)C(=O)C2=CN1CCN1CCOCC1 (stereo not given),-0.3,-5,-8,3.7,.,-2.2,3,-0.2,-9
CCOC(=O)COC(=O)c1ccc(Oc2cc(C)nc(SC)n2)cc1,-0.7,-7,7,-0.1,4,.,2,1.6,-24
O=C(c1ccco1)N1CCN(C(=O)C2CC(c3ccc(Cl)c(Cl)c3)=NO2)CC1 (stereo not given),0.3,-4,5,i,2,.,2,0.6,8
Cc1ccnc(NC(=O)CCNC(=O)c2ccccc2Cl)c1,-0.4,0,-2,-0.2,-7,-0.4,8,2.1,-1
Cc1cc(C)c(NC(=O)CCCOC(=O)C2=COCCO2)c(C)c1,0.1,-2,8,-1.4,-11,.,-8,0.8,-16
COc1ccc(/C=C/C(=O)N(CC(C)C)CC(C)C)cc1Br,?,-3,-3,i,0,.,7,5.0,1
COCCOC(=O)c1c(NC(=O)CNc2ccc(C)c(F)c2)sc(C(N)=O)c1C,0.1,0,1,i,-2,2.1,6,0.2,-8
COC(=O)c1ccc(OC)c(CSc2nnc(COc3cccc(C)c3)o2)c1,1.0,?,4,-0.4,2,.,23,2.9,-29
COc1cc([C@@H]2CC=C(C(=O)O)[C@H](c3ccc(C)cc3)N2S(=O)(=O)c2ccc(C)cc2)cc(OC)c1OC,-0.1,2,-1,i,.,3.1,1,-0.4,9
Cc1ccc(-c2nnn(C/C(N)=N/O)n2)cc1,0.4,-1,-5,i,-1,1.0,-1,-1.0,.
Cc1ccc(C(=O)Nc2nc3ccccc3s2)s1,-0.8,-1,6,i,1,.,-8,2.4,-13
Cc1cccc(C(=O)Oc2ccc(/C=N/NC(=O)Cc3ccc([N+](=O)[O-])cc3)cc2)c1,0.0,0,-6,-0.5,1,.,-11,-1.5,.
CCOC(=O)c1sc(Nc2ccc(F)cc2)nc1C,-0.7,-1,7,1.0,1,2.5,6,-0.1,-13
Cc1ccc2cc(C(=O)O)c(C)nc2c1,-0.1,1,4,-2.8,1,.,-2,-0.5,3
CN(C)CCNC(=O)c1cccn(Cc2cccc(C(F)(F)F)c2)c1=O,-0.5,-4,5,0.5,6,1.9,3,-1.1,-6
Cc1cccc(C(=O)c2cn[nH]c2-c2ccc(C)cc2O)c1,-1.2,2,2,-0.4,1,0.8,3,0.1,-10
COc1ccc(C(=O)COC(=O)CNC(=O)C2CCCCC2)c(OC)c1,-0.7,-6,-6,.,0,-0.1,0,-0.4,-14
COc1cccc(NC(=O)c2cc(=O)c3ccccc3o2)c1,1.1,1,-12,i,4,1.8,2,-0.4,-10
COC(=O)C1=C(N)Oc2cc(C)n(Cc3ccncc3)c(=O)c2C1c1cccnc1 (stereo not given),0.3,1,-1,-0.5,-3,.,0,0.4,-14
COc1ccc(C(=O)COC(=O)c2ccc(NC(C)=O)cc2)cc1[N+](=O)[O-],-0.3,-1,-5,i,2,.,-8,0.8,-16

# Structural class, those above with a COOH group.
SMILES,BoNT-A LC inh2,Anthrax LF inh2,PrPC surface inh,BH1578 lux ind,3CLpro inhibitor,TcdB inh,Y pestis TopoI,PfHsp40 yeast,SSB-PriA inh
COc1cc([C@@H]2CC=C(C(=O)O)[C@H](c3ccc(C)cc3)N2S(=O)(=O)c2ccc(C)cc2)cc(OC)c1OC,-0.1,2,-1,i,.,3.1,1,-0.4,9
Cc1ccc2cc(C(=O)O)c(C)nc2c1,-0.1,1,4,-2.8,1,.,-2,-0.5,3

# Remaining list, next part:
SMILES,BoNT-A LC inh2,Anthrax LF inh2,PrPC surface inh,BH1578 lux ind,3CLpro inhibitor,TcdB inh,Y pestis TopoI,PfHsp40 yeast,SSB-PriA inh
CC(C)Cn1c(CN(Cc2ccccc2)Cc2ccccc2)nc2c1c(=O)n(C)c(=O)n2C,-0.8,-6,-3,-0.8,1,0.4,40,-0.7,5
COc1ccc(S(=O)(=O)N2CCN(C(=O)C3CC3)CC2)cc1,0.5,-2,7,-0.3,1,0.7,-6,-0.2,-14
O=C(NC1C2CC3CC(C2)CC1C3)c1ccc(N2CCNCC2)c([N+](=O)[O-])c1 (stereo not given),.,.,-11,i,-5,0.0,-9,-0.2,7
O=C(Nc1nnc(SCC(=O)N2CCCc3ccccc32)s1)c1ccccc1,-0.2,0,5,-0.3,2,-0.5,13,0.6,-8
O=C(CCCn1c(=O)[nH]c2cc(Cl)ccc2c1=O)NC1CCCCCC1,0.0,-4,3,i,-2,.,-1,-0.3,-10
COc1cc(/C=C2\N=C(c3ccccc3)OC2=O)ccc1OCc1c(C)no[n+]1[O-],0.8,0,4,i,4,.,-6,0.2,-7
COc1ccc(CCN(C)Cc2nc(-c3cnccn3)no2)cc1OC,-0.5,2,-8,-0.4,4,0.3,4,0.7,-12
Cc1ccc(NS(=O)(=O)c2ccc(CCC(=O)NC3CC3)cc2)cc1,1.4,-2,-2,-0.5,0,.,0,-1.1,-6
Cc1nonc1CN(C)C(=O)c1ccc(OC2CCN(C(=O)c3cccnc3)CC2)cc1,-1.4,-1,2,5.0,-3,.,-5,0.2,-23
CCOCCOC(=O)c1[nH]c2c(c1C)C(=O)CC(c1cc(OC)c(OC)c(OC)c1)C2 (stereo not given),2.3,-2,13,0.6,-3,3.4,16,0.4,-8
CC(C)CC(NC(=O)C1CCC(C)CC1)C(=O)Nc1ccccn1 (stereo not given),-0.1,-4,-2,0.7,1,.,-5,0.7,-10
COc1ccccc1NC(CC(=O)c1ccccc1)C(=O)OCC(=O)c1ccc(F)cc1 (stereo not given),-0.5,-2,7,i,-5,.,11,1.4,-5
CC(=O)NC1=NN(C(C)=O)C(C)(c2cccnc2)S1 (stereo not given),0.5,-4,-13,2.1,4,2.1,6,-0.3,1
CCC(=O)Nc1cc(C(=O)OCC(=O)c2ccc(Cl)cc2Cl)ccc1C,-0.1,-11,8,-0.4,6,.,-7,-0.4,-15
O=C(CN1C(=O)/C(=C/c2ccccc2)Sc2ccccc21)NCCCN1CCOCC1,0.2,0,-2,0.7,5,0.5,4,0.6,1
COc1cc(CN2CC(=O)N(c3cc(Cl)ccc3C)C2=S)cc(OC)c1OC,0.1,9,9,1.4,-3,2.3,9,2.1,3
Cc1sc2ncnc(N3CCC(C(=O)Nc4ccc(Cl)c(Cl)c4)CC3)c2c1C,-0.1,3,1,-0.8,.,0.2,15,0.1,-3
CC(C)[C@@H](C(=O)N[C@@H](CCc1ccc(O)cc1)C(=O)O)N(C)C(=O)[C@H](CO)NC(=O)[C@@H](O)[C@H](N)CCCCCCCCl,-0.4,5,-3,-0.3,.,1.0,2,.,.
COc1cccc2c1OC[C@@H](CO)[C@H]2N(C)C(=O)Nc1ccc(Cl)cc1,5.5,-1,-5,-0.5,-1,.,3,0.5,1
c1ccc(Cn2cc(CSc3ccccc3)nn2)cc1,-0.5,1,-1,-0.4,.,3.6,17,0.7,2
Cc1cccc(-c2nsc(SCC(=O)NCC3CCCO3)n2)c1 (stereo not given),-0.2,-1,-3,i,0,1.3,5,0.8,-9&0
O=C(O)C(SC(C(=O)O)c1ccccc1)c1ccccc1 (stereo not given),-0.2,0,4,i,.,4.6,0,-1.7,-5
CC(=O)Nc1ccc(NS(=O)(=O)c2ccc(-c3csc(C)n3)s2)cc1,-0.9,-5,1,i,-1,3.2,2,.,-13
NC1=C([N+](=O)[O-])C(c2ccc3c(c2)OCO3)c2c(c3ccccc3oc2=O)O1 (stereo not given),.,.,4,.,2,0.0,.,.,8
C/C(=N\NC(=O)COc1ccc([N+](=O)[O-])cc1)C(C)(C)C,-0.1,-1,-8,-0.9,4,.,-1,1.1,.
OC[C@@H]1CN(Cc2ccc(Cl)cc2)C[C@H](n2cnc3c(NCc4ccncc4)ncnc32)O1,0.1,1,8,i,.,2.1,9,.,.
Cc1c(C(=O)NC2CCN(Cc3ccccc3)C2)oc2c(Cl)cccc12 (stereo not given),-1.3,0,-6,-0.3,-2,-1.3,-3,-0.1,12
COc1ccccc1CNC(=O)CSc1nc(N)c(C#N)c(-c2cccs2)c1C#N,-0.7,0,8,-0.3,-2,.,10,-0.4,-9
N#C/C(=C\c1cn(Cc2ccc(F)cc2)c2ccccc12)C(=O)NCc1ccco1,0.1,-2,8,-0.1,2,.,13,0.8,-19
CCCCC(O)(CCCC)C(=O)N/N=C(\C)c1ccc(Cl)cc1,?,-7,12,i,-4,-3.7,-9,-0.9,.
CC(=O)n1nc(-c2ccccc2)nc1NCc1ccc(N(C)C)cc1,-1.0,-8,6,-0.6,4,-0.8,6,-0.5,1
Cc1cccc(NC(=O)COC(=O)c2ccc([N+](=O)[O-])o2)c1C,-0.7,2,-23,-0.1,-2,-1.2,6,53*,1
CN(CCc1ccccn1)C(=S)Nc1ccc(Cl)cc1Cl,-0.8,4,-7,i,0,0.3,2,-0.2,-6
Nc1nnnn1NCc1cccc(OCc2ccccc2)c1,0.1,-2,10,i,-3,.,-1,-0.6,-3
COc1ccc(CC(=O)Nc2nc(-c3ccc(OC)c(OC)c3)cs2)cc1OC,1.3,0,13,-0.2,1,2.6,1,2.3,-3
Cc1sc2ccccc2c1CC1=NCCN1,-0.3,-7,-1,i,.,-11,-1,-0.2,-3

# Part of the list above, limited to BoNT-A LC inh2, PrPC surface inh and Y pestis TopoI.
SMILES	BoNT-A LC inh2	PrPC surface inh	Y pestis TopoI
C/C(=N\NC(=O)COc1ccc([N+](=O)[O-])cc1)C(C)(C)C	-0.1	-8	-1
Cc1cccc(NC(=O)COC(=O)c2ccc([N+](=O)[O-])o2)c1C	-0.7	-23	6

# (more compounds)
SMILES,BoNT-A LC inh2,Anthrax LF inh2,PrPC surface inh,BH1578 lux ind,3CLpro inhibitor,TcdB inh,Y pestis TopoI,PfHsp40 yeast,SSB-PriA inh
COc1ccc(-n2c(C)n[nH]c2=O)cc1OC,-0.3,4,2,i,-2,.,-8,-0.6,-6
COc1ccc(C(CCNC(C)c2ccccc2)C(C)C)cc1 (stereo not given),.,.,-1,-0.3,6,2.4,11,.,-7
O=C(O)c1cc(S(=O)(=O)N(Cc2ccccc2)c2cccc(C(F)(F)F)c2)ccc1Cl,-1.2,0,-3,i,9,0.4,4,1.4,-2
O=C(Cc1ccc(F)cc1)Oc1ccc(C(=S)N2CCCC2)cc1,-0.8,-2,-2,-0.6,3,0.9,11,0.5,-15
CC(C(=O)O/N=C(\N)c1ccccn1)c1ccc([N+](=O)[O-])cc1 (stereo not given),0.8,0,-15,i,6,0.7,-5,-1.7,i
COc1ccc(NC(=O)Nc2ccc3c(c2)C(=O)N([C@@H](C)CO)C[C@@H](C)[C@@H](CN(C)S(=O)(=O)c2cccs2)O3)cc1,-0.4,-10,22,i,.,1.7&-11,9,1.1,6
C=CCn1c(SCC(=O)NC(=O)NC)nnc1C1CCCCC1,-0.2,-5,-8,1.6,-4,1.1,0,-0.3,-2
Cc1nc2cc(C)c(C)cc2o1,-0.2,-1,-6,i,.,0.4,7,0.5,-8
